Source: PubChem BioAssay (National Center for Advancing Translational Sciences (NCATS))
HCV inhibitor = HCV inhibition; Huh7.5.1 HCVcc-Cre infection, luciferase reporter, 44 h; Potency, µM (top dose mostly 41.8 µM), inactives show at the highest dose activity change, negative = inhibition, actives largely listed as inhibitors; 3.4% of 340,000 active; AID 651820; also: potency is read from the fitted curve at half-maximal effect
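A cell-based infection assay in which seeded cells (1,000 per well) receive test compound after 4 h, are inoculated with HCVcc-Cre at approximately 0.5 moi, and are incubated 44 h before luminescence detection.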
HCMV inh = human cytomegalovirus inhibition; HFF cells, HCMV-luciferase reporter, 72 h; hits give low values; activity change, negative = inhibition, % at 57.5 µM; 4.5% of 410,000 active; in the data active = activity change below about -60%; inconclusive = no clear call, values can overlap the other calls; inactive = above about -39%
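Human foreskin fibroblasts infected with luciferase-reporter HCMV at MOI 1 PFU/cell, compounds at two doses. Luciferase measured 72 h post infection; normalized to buffer-only basal and Salinomycin (10uM) controls.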
AMA1 RON2 block = disrupts binding of P. falciparum AMA1 to RON2; AlphaScreen AMA1-biotinylated RON2 peptide binding; Potency, µM (top dose mostly 58.2 µM), for the others: at the highest dose activity change, negative = inhibition, usual class: inhibitors; 0.2% of 360,000 active;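 also: potency is read from the fitted curve at half-maximal effect; 0% = vehicle wells and -100% = peptide control; nearly all actives have a fitted effect of over 45% in size; some results filed as inactive show a strong effect at the top dose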
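AMA1 (3D7) with his tag at 25 nM final met compounds first, then biotinylated RON2 peptide at 25 nM; detection used donor plus acceptor beads, 10 µg/mL apiece, read by AlphaScreen after 30 min at room temperature.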
AmpC detergent = inhibitors of E. coli AmpC beta-lactamase with detergent. P00811. AmpC hydrolysis of nitrocefin, absorbance 480 nm, 0.01% Triton. Potency, µM (titrated, usually from 114 µM), without a hit: at the top dose activity change, negative = inhibition, usual class: inhibitors. 0.041% of 370,000 active;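 also: potency is read from the fitted curve at half-maximal effect; 0% = no-compound wells and -100% = no-enzyme wells; nearly all actives have a fitted effect of over 25% in size; some results filed as inactive show a strong effect at the top dose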
Target sequence (P00811 whole entry, looked up): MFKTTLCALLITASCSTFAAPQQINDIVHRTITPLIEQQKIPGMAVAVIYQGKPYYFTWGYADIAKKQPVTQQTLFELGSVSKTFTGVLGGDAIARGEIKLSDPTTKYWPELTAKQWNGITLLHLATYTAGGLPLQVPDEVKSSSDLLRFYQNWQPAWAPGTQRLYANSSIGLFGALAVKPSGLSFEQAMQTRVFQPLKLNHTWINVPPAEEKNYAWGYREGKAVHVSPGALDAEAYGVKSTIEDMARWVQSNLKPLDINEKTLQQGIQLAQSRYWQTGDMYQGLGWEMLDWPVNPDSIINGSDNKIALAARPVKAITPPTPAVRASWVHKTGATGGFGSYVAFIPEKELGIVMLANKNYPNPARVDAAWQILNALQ
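AmpC (5.3 nM in the dispensed reagent) in 20 mM phosphate pH 7.0 with 0.01% (detergent screen) or 0.0001% Triton X-100 was preincubated with compounds for 15 min at room temperature. Nitrocefin was then added from an 800 uM solution, and hydrolysis was followed at 480 nm.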
Sm TGR block = inhibitors of Schistosoma mansoni thioredoxin glutathione reductase; Q962Y6; purified TGR, DTNB reduction, TNB absorbance 405 nm; Potency, µM (series often up to 114 µM), for inactives: top-dose activity change, negative = inhibition, actives largely listed as inhibitors; 3% of 360,000 active; also: potency is read from the fitted curve at half-maximal effect; nearly all actives have a fitted effect of over 60% in size
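TGR 20 nM + NADPH 100 uM (dispensed conc.), cpd preinc 15 min RT; start with NADPH (500 uM addition) then DTNB (15 mM addition). Kinetic TNB absorbance, 405 nm filter. Four-parameter Hill fit across titration.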
FBPA Giardia inh = inhibitors of Giardia lamblia fructose-1,6-bisphosphate aldolase; A8B2U2; purified Giardia FBPA; Potency, µM (doses to about 59.6 µM), inactives show top-dose activity, negative = inhibition, usual class: inhibitors; 0.71% of 290,000 active; also: potency is read from the fitted curve at half-maximal effect; nearly all actives have a fitted effect of over 55% in size
Target sequence (A8B2U2 whole entry, looked up): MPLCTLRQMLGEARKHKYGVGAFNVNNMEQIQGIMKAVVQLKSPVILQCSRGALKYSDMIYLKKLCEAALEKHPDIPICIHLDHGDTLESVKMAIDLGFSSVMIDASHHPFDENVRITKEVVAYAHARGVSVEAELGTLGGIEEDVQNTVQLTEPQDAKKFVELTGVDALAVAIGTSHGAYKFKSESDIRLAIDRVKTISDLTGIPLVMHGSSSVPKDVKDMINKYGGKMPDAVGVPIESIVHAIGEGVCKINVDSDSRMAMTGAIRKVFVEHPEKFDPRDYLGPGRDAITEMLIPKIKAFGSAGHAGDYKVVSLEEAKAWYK
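Giardia FBPA (40 nM reagent) was preincubated 10 min at RT with compound (up to 57.5 uM final), then substrate plus GAPDH/TPI/NAD/arsenate coupling system with diaphorase/resazurin was added; resorufin fluorescence (525/598 nm) was read after 20 min.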
An asterisk follows results filed as active; u = inconclusive; x = no result given; [ ] = remark or other dose. Unless noted, calls follow the shape of the dose curve; as a rule, active = well fitted curve in the direction sought with a large enough effect; inconclusive = small, poorly fitted or top-dose-only effect, or another doubt; inactive = no such curve, though single readings can be large; an effect the other way counts as inactive or inconclusive. Unless noted, % is scaled to controls: 0 for no effect and ±100 for the full control effect.

SMILES	HCV inhibitor	HCMV inh	AMA1 RON2 block	AmpC detergent	Sm TGR block	FBPA Giardia inh
CCOC(=O)N1CCN(c2ncnc3c2[nH]c2ccc(OC)cc23)CC1	-29.3%	u	7.6%	u	12.5%	-0.9%
FC(F)(F)c1cc(-c2ccc(Cl)cc2)nc2ncnn12	-11.9%	47.7	28.8%	-1.2%	-33.3%	5.5%
COc1ccc(N(C)C(=O)Cc2c(C(=O)O)[nH]c3ccccc23)cc1	-2.0%	-9.3	-19.7%	-7.7%	0.5%	14.4%
CN(c1cccc(Cl)c1)S(=O)(=O)c1cccc(C(=O)NN2CCOCC2)c1	4.8%	0.0	-1.6%	10.0%	4.4%	x
CCOC(=O)[C@H]1[C@H]2COc3ccc(Br)cc3[C@H]2N2C(=O)CN(Cc3ccc(Cl)cc3)C(=O)[C@@]12C	u	6.1	0.0%	x	x	x
Cc1cc(C(=O)CSc2nc3ccccc3c(=O)n2C)c(C)n1Cc1ccc2c(c1)OCO2	1.58µM*	-11.3	-13.4%	-8.4%	u	u
Cc1ccc(NC(=S)NC2CC3CCCC(C2)N3Cc2cccs2)cc1 (stereo unspecified)	u	-36.0	-0.7%	3.6%	6.5%	5.1%
OCCC1CN(Cc2nc(-c3ccc(F)cc3)cs2)CCN1CCc1ccccc1 (stereo unspecified)	u	21.2	8.5%	9.5%	-5.7%	3.9%
Cc1cccc(NS(=O)(=O)c2nnc(NC(=O)c3ccc(C)c(C)c3)s2)c1	11.0%	34.4	-6.4%	-11.9%	-14.1%	-3.1%
COC(=O)c1ccsc1-n1cc(C#N)c(=O)n(C)c1=O	u	-9.2	3.4%	-2.3%	-3.5%	-5.9%
CCC(=O)N1CCc2cc(Br)cc(S(=O)(=O)NCCc3ccccc3)c21	x	-6.7	x	4.2%	8.4%	x
CCCn1c(=S)[nH]c2cc(OC)c(OC)cc2c1=O	-18.2%	-26.7	50.0%[activator]	-7.0%	19.1%	3.6%
CCn1c(SCc2cccc(C)c2)nnc1-c1ccc(C)cc1	-21.7%	u	-0.8%	u	-29.9%	1.0%
c1ccn2c(SCc3ccc4c(c3)OCCO4)nnc2c1	-2.4%	2.0	-8.8%	u	-4.1%	0.4%
CCN1C(=O)[C@H]2[C@H]3CN=C(SC)N3[C@@](CC)(C(=O)OC)[C@H]2C1=O	8.8%	10.3	-6.4%	x	x	x

Continued; the last two above are carried over.
SMILES	HCV inhibitor	HCMV inh	AMA1 RON2 block	AmpC detergent	Sm TGR block	FBPA Giardia inh
c1ccn2c(SCc3ccc4c(c3)OCCO4)nnc2c1	-2.4%	2.0	-8.8%	u	-4.1%	0.4%
CCN1C(=O)[C@H]2[C@H]3CN=C(SC)N3[C@@](CC)(C(=O)OC)[C@H]2C1=O	8.8%	10.3	-6.4%	x	x	x
CCOc1ccccc1C(=O)Nc1cccc2cccnc12	11.2µM*	u	11.3%	-13.3%	0.0%	-15.0%
CC(=O)c1cccc(NC(=O)c2ccc3c(=O)n4c(nc3c2)CCCCC4)c1	u	u	-12.1%	7.0%	-2.4%	-3.9%
Nc1ncnc2c1ncn2[C@H]1C[C@H](O)[C@@H](CO)O1	-0.1%[8.37 µM]	0.0	12.3%	u	5.6%	-2.8%
Cc1ccc(SCC(=O)Nc2ccc3c(c2)C(=O)NC3=O)cc1	5.1%	-15.8	-11.3%	u	12.5%	0.4%
O=C(c1ccccc1)c1cccc(NC(=O)c2ccco2)c1	-5.4%	8.1	6.5%	-13.2%	-0.9%	-1.0%
COc1ccc(NC(=S)N(CCN2CCCCC2)Cc2ccco2)cc1	-22.0%	2.1	-15.6%	0.8%	-2.2%	-22.5%
O=C(c1ccco1)N1CCN(Cc2nnc(-c3cccc(Br)c3)o2)CC1	10.0%	0.1	-6.6%	-13.5%	-7.8%	-2.8%
CC(C)O/C(=N/S(=O)(=O)c1ccc(Cl)cc1)c1ccccc1	-7.7%	7.9	-0.3%	x	x	x
COC(=O)CCC(=O)NNC(=O)C1CC1(c1ccccc1)c1ccccc1 (stereo unspecified)	0.7%	31.2	35.5%[activator]	u	7.1%	3.3%
COC(=O)c1ccc(C(C(=O)NC2CCCCC2)N(Cc2ccccc2)C(=O)Cc2cccs2)cc1 (stereo unspecified)	7.8%	-39.8	-1.8%	-0.6%	-4.8%	1.2%
O=C1C2C(C(=O)N1/N=C/c1ccco1)C1C=CC2C12CC2 (stereo unspecified)	12.0%	35.3	-11.4%	4.5%	-33.8%	-2.3%
CN(C)CCNC(=O)CN1C(=O)CCn2nc(-c3cn(C)c4ccccc34)cc21	x	4.6	x	11.9%	-1.9%	x
COCCn1c(C)cc(/C=N/NC(=O)c2cccnc2)c1C	17.5%	-31.2	71.7%[activator]	-1.0%	-12.2%	1.8%
COCCCC1CCN(Cc2nc(-c3ccccc3)no2)CC1	-5.0%	62.5	24.8%	7.6%	6.2%	7.0%
COC(=O)[C@]1(Cc2ccccc2)N[C@H](CN(C)C(=O)c2ccccc2)[C@@H]2C(=O)N(C)C(=O)[C@@H]21	4.9%	3.5	10.7%	x	x	x

Another view of part of the listing above:
Results follow in this order: HCV inhibitor | HCMV inh | AMA1 RON2 block | AmpC detergent | Sm TGR block | FBPA Giardia inh
> CCOc1ccccc1C(=O)Nc1cccc2cccnc12
    11.2µM* | u | 11.3% | -13.3% | 0.0% | -15.0%
> CC(=O)c1cccc(NC(=O)c2ccc3c(=O)n4c(nc3c2)CCCCC4)c1
    u | u | -12.1% | 7.0% | -2.4% | -3.9%
> Nc1ncnc2c1ncn2[C@H]1C[C@H](O)[C@@H](CO)O1
    -0.1%[8.37 µM] | 0.0 | 12.3% | u | 5.6% | -2.8%
> Cc1ccc(SCC(=O)Nc2ccc3c(c2)C(=O)NC3=O)cc1
    5.1% | -15.8 | -11.3% | u | 12.5% | 0.4%
> O=C(c1ccccc1)c1cccc(NC(=O)c2ccco2)c1
    -5.4% | 8.1 | 6.5% | -13.2% | -0.9% | -1.0%
> COc1ccc(NC(=S)N(CCN2CCCCC2)Cc2ccco2)cc1
    -22.0% | 2.1 | -15.6% | 0.8% | -2.2% | -22.5%
> O=C(c1ccco1)N1CCN(Cc2nnc(-c3cccc(Br)c3)o2)CC1
    10.0% | 0.1 | -6.6% | -13.5% | -7.8% | -2.8%
> CC(C)O/C(=N/S(=O)(=O)c1ccc(Cl)cc1)c1ccccc1
    -7.7% | 7.9 | -0.3% | x | x | x
> COC(=O)CCC(=O)NNC(=O)C1CC1(c1ccccc1)c1ccccc1 (stereo unspecified)
    0.7% | 31.2 | 35.5%[activator] | u | 7.1% | 3.3%

Next compounds follow.
SMILES	HCV inhibitor	HCMV inh	AMA1 RON2 block	AmpC detergent	Sm TGR block	FBPA Giardia inh
Cc1cccc(NC(=O)c2cc(S(=O)(=O)N3CCc4ccccc43)cn2C)c1C	-13.5%	-4.7	3.0%	-12.2%	-15.9%	-14.0%
CC1(C)CC(N2CCCC2)=CC(=[N+]2CCCC2)C1	-20.4%	-94.2*	6.8%	-5.2%	-11.7%	2.0%
Cc1nn(C)c2c1c(C(F)(F)F)cc(=O)n2C(C)C(=O)NCc1ccccc1 (stereo unspecified)	x	-3.3	x	22.7%	1.2%	x
CCN(C(=O)COC(=O)c1ccc2c(c1)OCO2)c1c(N)n(Cc2ccccc2)c(=O)[nH]c1=O	10.3%	13.9	-19.1%	-9.8%	6.9%	x
Cc1ccc(NC(=O)CN(C)S(=O)(=O)c2ccc(Cl)s2)c(O)c1	-10.9%	5.4	0.0%	u	-6.2%	x
O=C1c2ccccc2C(=O)N1OCc1ccccc1[N+](=O)[O-]	3.5%	-4.8	11.9%	1.4%	1.4%	-0.2%
CC(=O)Nc1ccc(S(=O)(=O)N(C)c2ccc(OCC(=O)Nc3ccccc3C(C)=O)cc2)cc1	u	-35.3	-5.7%	-7.1%	1.6%	x
O=C1CCCc2sccc2N1	13.6%	-20.1	-1.1%	11.6%	4.1%	-9.3%
COc1ccc(S(=O)(=O)N2CCN(C(=O)Cc3ccsc3)CC2)cc1	-1.9%	-22.3	15.1%	-6.5%	-13.9%	x
COc1ccc(C2CC(=O)c3c([nH]c(C(=O)OC4CCC(C)CC4)c3C)C2)cc1OC (stereo unspecified)	x	u	x	15.1%	5.6%	x
CCCNC(=O)COC(=O)/C=C/c1ccc(C)o1	26.7%	-6.8	-10.8%	u	39.8µM*	0.6%
COc1ccc(OC)c(NC(=O)c2ccc3c(=O)n(CCc4ccccc4)c(=S)[nH]c3c2)c1	u	u	33.0%[activator]	u	-0.9%	6.7%
Cc1ccc2nc(-c3ccccc3NC(=O)CCC(=O)O)c(=O)[nH]c2c1	18.1%	-24.1	-6.6%	2.5%	3.3%	5.6%
O=C(NCCOc1ccc2ccccc2c1)c1cncc(Br)c1	-19.4%	40.9	-8.8%	-10.4%	1.8%	0.5%
CCOC(=O)c1cc2nc(OCC)nc(OCC)c2[nH]1	-24.0%	-29.3	-0.6%	x	x	x
NS(=O)(=O)c1cc(C(=O)NCCc2ccccn2)ccc1Cl	-9.0%	2.6	13.1%	4.0%	0.5%	2.4%
CCNC(=S)N/N=C/c1cn(Cc2ccccc2F)c2ccccc12	u	-0.1	14.6%[2.32 µM]	-4.2%	3.8%	4.0%
COc1cccc(CC(=O)OCC(=O)NNC(=O)c2ccc(Br)cc2)c1	14.9%	-5.7	79.7%[activator]	2.6%	-1.7%	x
COc1cc2nc(NC(=O)c3ccc(S(=O)(=O)N4CCc5ccccc54)cc3)sc2cc1OC	x	-71.8*	x	-2.9%	3.9%	x
COc1ccc(C(=O)Nc2ccc3[nH]ncc3c2)cc1	-21.8%	51.3	-10.3%	-11.1%	-22.1%	-4.6%
Cc1cc(C)nc(SCC(=O)Nc2ccc(S(=O)(=O)Nc3onc(C)c3C)cc2)n1	14.3%	13.5	-0.2%	-0.6%	4.3%	0.7%
CC1CCCCN1C(=O)Cn1c(=O)oc2ccccc21 (stereo unspecified)	15.3%	17.5	32.1%	-20.4%	-0.7%	-0.1%
Cc1ccc(CNC(=O)CCc2c(C)[nH]c(=O)c(C#N)c2C)cc1	23.2%	8.9	0.2%	u	3.0%	0.2%
C#CC(C)(CC)NC(=O)c1cnn2c(C(F)F)cc(-c3ccccc3OC)nc12 (stereo unspecified)	x	-7.2	x	7.4%	10.8%	x
Cc1cccc(C2N3CC4(C(C)C)CN2CC(C(C)C)(C3)C4=O)c1 (stereo unspecified)	x	-0.2	x	4.5%	14.2%	x
COC(=O)C1=C(C)N(Cc2cccnc2)C(=O)/C1=C\c1cccs1	x	-24.4	x	-4.9%	u	-26.7%
Cc1ccc(CNC(=O)c2ccc(CN3CCOCC3)cc2)cc1	9.2%	52.6	-15.8%	u	4.0%	1.8%
Cc1oc2c(c(C)cc3oc(=O)c(CC(=O)NCc4ccccc4)c(C)c32)c1C	x	u	x	-5.4%	-2.3%	x
O=C1CCCC(O)=C1C=Nc1ccc2c(c1)oc1ccccc12	-28.5%	71.7	5.3%	-11.9%	-10.5%	0.0%
COc1ccc(CN(CC(=O)NCc2ccc(F)cc2)C(=O)CCC(=O)Nc2cc(C)ccn2)cc1	3.4%	48.5	3.9%	3.3%	10.1%	11.6%
Cc1cccc2cc3ccccc3nc12	-1.2%	14.2	17.5%	x	x	x
CCOC(=O)Cn1c(S(=O)(=O)Cc2ccc(F)cc2)nc(-c2ccccc2)c1-c1ccccc1	u	-78.1*	-16.7%	u	12.1%	-2.5%

No enrichment for hits; about 9.3% have a hit in one of these screens.
